Bioassay records (PubChem)
MITF inh = human MITF inhibition, primary screen; inhibition, % at 2.6 µM; AlphaScreen MITF homodimerization, bead proximity signal; 0.91% of 650,000 active; AID 1259374; O75030; in the data active = inhibition above about 50%;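 note: 0% = vehicle wells with protein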
FBW7 activator = activators of human E3 ligase FBW7. 0.13% of 650,000 active. AID 1259310. normalized activity (activation), % at 26.1 µM. Q969H0. AlphaScreen FBW7–phospho-cyclin E peptide binding, activator screen; in the data active = normalized activity above about 1.9%;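 note: purified mutant Fbw7 with reduced substrate affinity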
Target sequence (Q969H0 whole entry, looked up): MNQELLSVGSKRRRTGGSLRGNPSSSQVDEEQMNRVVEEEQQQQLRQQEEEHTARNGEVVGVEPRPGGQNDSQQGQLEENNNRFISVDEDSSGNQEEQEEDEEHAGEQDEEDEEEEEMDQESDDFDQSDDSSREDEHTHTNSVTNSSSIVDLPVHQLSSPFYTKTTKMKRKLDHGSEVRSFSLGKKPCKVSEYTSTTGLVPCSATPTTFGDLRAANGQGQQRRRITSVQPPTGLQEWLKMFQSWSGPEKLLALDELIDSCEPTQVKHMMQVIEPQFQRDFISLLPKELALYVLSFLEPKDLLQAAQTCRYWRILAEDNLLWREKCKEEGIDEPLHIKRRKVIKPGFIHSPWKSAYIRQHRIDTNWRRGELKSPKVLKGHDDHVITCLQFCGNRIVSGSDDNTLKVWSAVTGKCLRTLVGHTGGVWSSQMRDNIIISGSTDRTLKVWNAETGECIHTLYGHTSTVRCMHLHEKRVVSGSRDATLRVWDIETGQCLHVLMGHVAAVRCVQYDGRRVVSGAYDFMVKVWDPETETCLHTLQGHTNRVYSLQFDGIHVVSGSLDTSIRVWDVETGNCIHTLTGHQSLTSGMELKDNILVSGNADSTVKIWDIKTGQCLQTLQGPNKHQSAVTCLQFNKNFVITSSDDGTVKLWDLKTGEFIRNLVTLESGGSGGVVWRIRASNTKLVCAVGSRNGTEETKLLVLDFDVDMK
GPR151 activ = human GPR151 activation; PathHunter beta-arrestin GPR151 cells, luminescence; activation, % at 11.2 µM; 1% of 650,000 active; AID 1508602; in the data active = activation above about 4.9%;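 note: 0% = median of compound wells and 100% = cells with positive control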
Target sequence (Q8TDV0 whole entry, looked up): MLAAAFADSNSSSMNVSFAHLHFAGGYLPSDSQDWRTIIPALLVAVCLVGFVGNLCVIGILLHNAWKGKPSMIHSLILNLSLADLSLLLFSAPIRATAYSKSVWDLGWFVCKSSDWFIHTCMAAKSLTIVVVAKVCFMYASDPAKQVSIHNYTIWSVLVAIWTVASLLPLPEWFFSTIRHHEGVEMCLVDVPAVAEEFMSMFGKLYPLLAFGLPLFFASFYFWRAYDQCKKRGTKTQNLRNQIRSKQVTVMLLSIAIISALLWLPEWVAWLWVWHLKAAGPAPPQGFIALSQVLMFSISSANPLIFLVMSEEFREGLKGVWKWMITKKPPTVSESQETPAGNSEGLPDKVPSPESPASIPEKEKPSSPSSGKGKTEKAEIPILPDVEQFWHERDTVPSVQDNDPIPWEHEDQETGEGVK
TEAD-YAP inh = TEAD-YAP interaction inhibition | AID 1259422 | 1.4% of 640,000 active | inhibition, % at 9.12 µM | HEK-TIYL cells, TEAD-Gal4/YAP UAS-luciferase luminescence; in the data active = inhibition above about 32%;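 note: 0% = median of test compound wells and 100% = reference inhibitor wells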
Active calls of the source: *; nt = no result given; & = joins results of further samples.

SMILES,MITF inh,FBW7 activator,GPR151 activ,TEAD-YAP inh
CC1=C(CCN2CCC3(CC2)CC3C(=O)N2C[C@@H](C)O[C@@H](C)C2)C(C)(C)CCC1 (stereo partly drawn),10,-0.1,4.1,3
CCCCn1nnc(NC(=O)c2cc3ccccc3o2)n1,10,-0.1,-0.5,-56
O=[N+]([O-])c1ccc(N/N=C/c2ccco2)c(S(=O)(=O)N2CCCCCC2)c1,24,-0.1,2.8,-1
CN1CCN(/N=C/c2cn(-c3ccccc3)nc2-c2cccs2)CC1,7,-0.1,4.0,5
O=C(CCCC(=O)N(CC(=O)NC1CCCC1)Cc1ccccc1)Nc1ccccn1,13,0.5,-0.3,-3
CCC[C@@H]1NC(=O)[C@@H]2C[C@H](NCc3ccc(CN4CCCCC4)s3)CN2C1=O,8,0.1,0.6,-4
CCN(CC)c1ccc2c(c1)OC(N)=C(C#N)C2c1ccccc1 (stereo not drawn),2,3.4*,0.9,17
CCCSc1nc2c(c(=O)n1Cc1ccco1)C1(CCCCC1)Cc1ccccc1-2,1,0.1,0.2,6

Remaining list, next part.
SMILES,MITF inh,FBW7 activator,GPR151 activ,TEAD-YAP inh
NC(=O)c1nc(-c2cccnc2)nc2c1[nH]c(=O)n2CCc1ccccc1,3,0.4,0.2,-7
O=C(Nc1ccc(F)cc1)c1cccc(S(=O)(=O)N2CCCc3ccccc32)c1,9,0.1,1.3,40*
CC(C)(C)C1CCC(C(=O)OCC(=O)Nc2ccc3c(c2)OCO3)CC1 (stereo not drawn),-6,0.2,0.0,-4
COCCCn1c(-c2ccc(OC)cc2)nc2c(c(=O)c3ccccc3n2C)c1=O,10,0.1,0.4,-5
COCCN(C1CCN(C)CC1)S(=O)(=O)c1ccc(OC)cc1,-4,0.0,1.8,0
COC(=O)c1[nH]c2c(c1C)/C(=N\OC(C)=O)CCC2,-3,0.0,0.9,-2
O=C(Nc1nc2c(F)cccc2s1)c1ccc(Cl)s1,-10,-0.1,-1.6,-50
Cc1ccccc1C(=O)Nc1sc2c(c1C(=O)N(C)C)CCC2,3,0.3,-0.5,-11

New compounds follow.
SMILES,MITF inh,FBW7 activator,GPR151 activ,TEAD-YAP inh
O=C(CSc1nncc(=O)[nH]1)Nc1cccc([N+](=O)[O-])c1,6,0.0,0.3,8
COc1ccc(CCNC(=O)c2ccccc2OC)cc1OC,26,0.1,-1.3,3
CSc1ccc(/C=N\NC(=O)CNc2ccc(C)cc2)cc1,6,0.1,5.8*,-3
CCOC(=O)CN(Cc1ccccc1)C(C(=O)Nc1ccc2c(c1)OCCO2)c1ccccc1 (stereo not drawn),4,0.0,-0.7,-10
OCc1ccc(CN2CCOc3ccc(CN4CCC(Oc5cccnc5)CC4)cc3C2)o1,-17,0.1,-0.2,1
O=C(NN=C1CCCCCC1)c1cccs1,7,0.3,-3.3,-43
CCOC(=O)c1c(NC(=O)c2nn3c(C(F)(F)F)cc(-c4ccccc4)nc3c2Cl)sc2c1CCC2,-3,0.0,1.7,1
CCOc1ccc(OCC)c(NC(=O)c2cn3ccc(C)cc3n2)c1,9,0.5,-0.7,15

(continued)
SMILES,MITF inh,FBW7 activator,GPR151 activ,TEAD-YAP inh
O=C(CSc1nnnn1-c1cccc2ccccc12)c1ccc(Cl)cc1Cl,12,0.1,-0.3,2
CCOC(=O)c1c(C)n(C)c2ccc(OCCN(CC)CC)cc12,3,0.0,-0.5,-5
NC(=O)c1cnccn1,17&-2&-6&-8,0.0&0.1&0.0&0.0,0.1&-1.2&-0.1&-1.3,-2&7
CC(O)c1cccc(NC2(c3ccccc3)C(=O)c3ccccc3C2=O)c1 (stereo not drawn),5,0.0,0.5,0
CCOC(=O)c1ccccc1Nc1nc2ccc(C)cc2n2nnnc12,-11,0.0,0.4,-6
CCCNC(=O)c1ccc2nc(NCc3ccc4c(c3)OCO4)sc2c1,7,0.0,-1.5,-48
Cc1ccc(NC(=O)Cc2[nH]c3ccccc3c2Sc2ccccc2)cc1,4,-0.2,0.4,6
CCOC(=O)N1CCN(C(=S)Nc2ccc(OCC)cc2)CC1,102*,0.0,-0.8,2

(more compounds)
SMILES,MITF inh,FBW7 activator,GPR151 activ,TEAD-YAP inh
O=C(Nc1ccc2c(c1)OCCO2)c1ccc([N+](=O)[O-])cc1Cl,8,0.2,-0.2,2
COc1ccc(NC(=O)CSc2nc3c(cc2C#N)C(=O)CCC3)cc1,15,0.1,-1.5,-20
Nc1[nH]c(=O)ncc1F,6&-10,0.3&-0.2,-1.8&-0.1,9
COC(=O)c1c(C)n(CCOc2c(C)cc(C)cc2C)c2ccc(O)cc12,-6,-0.1,0.9,7
CCN(CCCNC(=O)c1n[nH]c(=O)c2ccccc12)c1cccc(C)c1,3,0.1,-0.9,-7
CC(=O)NC(CC(C)C)c1nnc2n1CCN(C/C=C/C(C)C)CC2 (stereo not drawn),5,0.3,1.1,-2
O=C(NNS(=O)(=O)c1ccc(F)cc1)c1ccc([N+](=O)[O-])cc1Cl,11,0.1,0.6,0
CCOc1cccc(C(=O)NN2C(=O)c3ccccc3C2=O)c1,4,0.0,-1.0,7

(more compounds)
SMILES,MITF inh,FBW7 activator,GPR151 activ,TEAD-YAP inh
NC(=O)CSC1=Nc2ccccc2C2=NC(c3ccccc3)C(=O)N12 (stereo not drawn),20,0.5,0.8,4
O=C(O)/C(=C\c1ccc2c(c1)OCO2)NC(=O)c1ccc(Br)cc1,3,-0.1,3.1,-6
CCOC(=O)C1=NN(c2ccccc2)C(c2ccc([N+](=O)[O-])cc2)NN1C (stereo not drawn),0,-0.1,-0.7,-8
CC(=O)c1ccc(NC(=O)C(C)Sc2nc(C)cc(=O)[nH]2)cc1 (stereo not drawn),7,0.0,-0.4,-6
CN1C(=O)C(C)(C)c2cc(S(=O)(=O)Nc3ccc(F)cc3)ccc21,11,0.6,1.7,5
COc1cccc(C2NC(=O)NC(C)=C2C(=O)OC2CCCC2)c1 (stereo not drawn),12,0.7,-0.6,-7
CCN(CC)CCCNC(=O)c1cn(C)c(=O)c2c1c1ccccc1n2C,5,-0.2,0.4,1
C=CCN1C(=O)/C(=C\c2cc(Br)c(O)c(OC)c2)SC1=Nc1ccccc1,1,0.0,2.5,-2

(continued)
SMILES,MITF inh,FBW7 activator,GPR151 activ,TEAD-YAP inh
CCOc1ccc(NC(=O)Cc2c(C(=O)O)n(C)c3ccccc23)cc1,-3,0.0,2.2,-8
COc1ccccc1-c1ccc(OCCN2CCCCC2)nc1,5,-0.4,-0.8,-16
CCc1ccc(-c2csc(/C(C#N)=C/Nc3ccc(C(N)=O)cc3)n2)cc1,-5,-0.1,2.3,-9
O=C(CSc1cn(Cc2cccc(F)c2)c2ccccc12)N1CCCCCC1,-10,-0.2,0.9,-19
Cn1cc(SCc2ccc(Br)cc2)c2ccccc21,3,0.0,-0.9,-18
O=C(Nc1ccc(Cl)cc1)c1cccnc1N1CCOCC1,-4,0.1,0.4,-1
NC(C(=O)Nc1ccc(-c2ccnc3ncccc23)cc1)c1ccc(Cl)cc1 (stereo not drawn),13,0.1,3.1,-2
COc1ccc(N2C(=O)/C(=C\c3ccc([N+](=O)[O-])cc3)N=C2c2ccc(OC)c(Br)c2)cc1C,2,0.1,0.9,-2

Remaining list, next part.
SMILES,MITF inh,FBW7 activator,GPR151 activ,TEAD-YAP inh
Cn1c(=O)n(N)c(=O)c2c(-c3ccc(F)cc3F)c3c(nc21)-c1ccccc1C3=O,19,0.2,2.2,0
O=C1OC(C2CCCCC2)=N/C1=C/c1ccccc1F,-8,-0.1,-0.6,-15
Cc1oc2ccc(OCc3c(F)cccc3Cl)cc2c1C(=O)O,13,0.2,2.2,1
CC(O)C12c3ccccc3C(c3ccccc31)C1C(=O)N(c3ccccc3F)C(=O)C12 (stereo not drawn),4,2.2*,-1.1,9
O=C1c2ccccc2-c2onc3c(N4CCCCCC4)cc(Nc4ccc5c(c4)OCCO5)c1c23,4,-0.2,-0.1,11
COc1cc2ccccc2cc1C(=O)Nc1sc2c(c1C#N)CCN(C(C)=O)C2,27,0.0,1.0,-3
CC1(C)CC(=O)C2=C(C1)OC(N)=C(C#N)C2c1cccc(OCc2ccccc2)c1 (stereo not drawn),3,0.0,-0.2,1
CCN(CC)C(=O)/C(=C\c1ccccc1Cl)NC(=O)c1ccc(C)cc1,-4,-0.1,0.6,-1

Next entries follow.
SMILES,MITF inh,FBW7 activator,GPR151 activ,TEAD-YAP inh
CCC(=O)N(C)C(Cc1ccc(F)cc1F)C1CCN(C(=O)C2CCCO2)CC1 (stereo not drawn),0,-0.1,0.5,5
CC(=O)c1cccc(NC(=O)CN(c2cc(Cl)ccc2C)S(C)(=O)=O)c1,12,0.4,0.8,5
CCCOc1ccccc1N/C(=N\c1nc(C)cc(C)n1)NC(=O)c1sc2ccccc2c1Cl,1,0.1,1.8,7
Cc1cccc(NC(=O)N2CCC(CN3CCCCC3)CC2)c1C,7,-0.2,-2.7,5
Cn1c(CCNC(=O)c2ccccc2Cl)nnc1SCc1ccc([N+](=O)[O-])cc1,-3,0.1,-1.3,2
CCCNc1nc(Nc2ccc(-n3ccnc3)cc2)nc2c1ncn2-c1ccccc1,3,0.3,1.6,49*
COc1cccc(OCCOc2ccc(-c3nc4sc5c(c4c(=O)[nH]3)CCCC5)cc2)c1,16,1.5,-1.1,-3
CCOCCOc1cccc(C(=O)Nc2cccc(C(C)=O)c2)c1,6,0.1,0.9,1

Further compounds follow:
SMILES,MITF inh,FBW7 activator,GPR151 activ,TEAD-YAP inh
Cc1cc(C)nc(N2CCC(CNC(=O)Nc3ccc(F)cc3)CC2)n1,-10,0.0,0.1,-5
COc1ccc(N(C(=O)COc2ccccc2)S(=O)(=O)c2ccc(C)cc2)cc1,7,-0.1,0.0,-1
Cn1c(=O)oc2cc(S(=O)(=O)N3CCCC(C(=O)NCc4cccs4)C3)ccc21 (stereo not drawn),1,-0.2,0.1,9
NC(=O)CN1C(=O)NC(Cc2c[nH]c3ccccc23)C1=O (stereo not drawn),3,0.0,1.0,-2
Cc1ncccc1C(=O)NCC1Cc2cc(-c3cnccn3)ccc2O1 (stereo not drawn),6,-0.1,0.2,-3
CC(=O)NC(CC(C)C)c1nnc2n1CCN(Cc1ccc(C)cc1)CC2 (stereo not drawn),10,0.2,0.2,-10
Cc1ccc(S(=O)(=O)N(CC(=O)NCCc2ccccc2)Cc2ccccc2)cc1,-5,0.1,-0.5,11
NC(=O)c1ccc(-c2cnc3[nH]c(=O)n(C4CCCCC4)c3n2)cc1,-7,-0.1,-1.0,10

(cont.)
SMILES,MITF inh,FBW7 activator,GPR151 activ,TEAD-YAP inh
COCCn1c(-c2ccncc2)nn(CO)c1=S,-2,-0.2,-0.9,10
CCS(=O)(=O)N1CCC(C(=O)NC2CCCCCCC2)CC1,-4,0.2,-0.7,-5
O=C(O)c1ccc2c(=O)[nH]c(CSc3nnc(Nc4ccccc4)s3)nc2c1,23,0.1,8.4*,8
O=C(O)C1C2CC2CN1C(=O)c1cccc(C(F)(F)F)c1 (stereo not drawn),12,0.0,-1.4,-7
Cc1cc(C=C2C(=O)CC(C)(C)CC2=O)c(C)n1-c1ccccc1,1,-0.1,0.2,3
Cn1c(SCC(=O)Nc2ccc(F)c(Cl)c2)nnc1-c1ccncc1,2,-0.2,2.9,1
Clc1ccc(OCCSc2nnc(-c3ccncc3)o2)cc1,21,1.1,-0.4,-3
COc1ccc(CCNC(=O)c2ccc3nc(Nc4ccncc4)sc3c2)cc1,3,0.0,-0.2,6

Additional results:
SMILES,MITF inh,FBW7 activator,GPR151 activ,TEAD-YAP inh
COc1ccc(S(=O)(=O)NC(CC(=O)NCCN2CCOCC2)C(C)C)cc1 (stereo not drawn),1,0.0,-0.4,-5
Cc1ccc(C2(c3ccc(C)cc3)CC2C(=O)Nc2cccc(C(F)(F)F)c2)cc1 (stereo not drawn),-4,0.0,1.6,10
Cc1c(NC(=O)c2noc3c2CSc2ccccc2-3)cccc1[N+](=O)[O-],5,0.6,0.1,-3
COc1ccccc1C(=O)N1CCN(c2ccc([N+](=O)[O-])c(NCc3ccc(Cl)cc3)c2)CC1,-1,-0.1,1.4,11
C=CCOc1ccc(/C=C2/C(=O)N(c3ccc(Br)cc3)N=C2C)cc1OC,1,-0.8,-1.4,1
COc1ccc(C(=O)N/N=c2\oc3ccccc3cc2C(N)=O)cc1,-1,0.2,-0.6,-7
CCOC(=O)c1c(NC(=O)CSc2nnc(-c3ccco3)o2)sc2c1CCCC2,-2,0.0,-0.8,1
CN1CC=C(CNc2cccc3c2CCCC3)CC1,-23,-0.5,0.0,-1

3 entries drawn at random from the list so far, as already listed:
SMILES,MITF inh,FBW7 activator,GPR151 activ,TEAD-YAP inh
CCOC(=O)c1c(NC(=O)CSc2nnc(-c3ccco3)o2)sc2c1CCCC2,-2,0.0,-0.8,1
Cc1ccc(C2(c3ccc(C)cc3)CC2C(=O)Nc2cccc(C(F)(F)F)c2)cc1 (stereo not drawn),-4,0.0,1.6,10
CN1CC=C(CNc2cccc3c2CCCC3)CC1,-23,-0.5,0.0,-1

(further entries)
SMILES,MITF inh,FBW7 activator,GPR151 activ,TEAD-YAP inh
Nc1nnnn1/N=C/c1cc([N+](=O)[O-])cc([N+](=O)[O-])c1O,6,0.4,-1.3,2
CCCCCCCC/C=C\C/C=C\C/C=C\CCCC(=O)O,-2,nt,2.3,nt
Cc1ccc2cc(CN(C(=O)c3cccnc3)C3CCCCC3)c3nnnn3c2c1,7,-0.1,-0.3,-5
CCOc1cc(C2C3=C(CCCC3=O)Nc3nc(-c4ccccc4)nn32)ccc1OCc1ccccc1 (stereo not drawn),-3,0.0,-0.2,2
CN(C)c1ccc(/C=N/NC(=O)CCCNc2ccccc2)cc1,-1,-0.1,-0.9,7
